High-throughput results deposited in PubChem BioAssay by National Center for Advancing Translational Sciences (NCATS).
UDG counter – blocks uracil-DNA glycosylase in AID counter-screen | Potency, µM (highest dose often 115 µM), for inactives: at the top dose activity change, negative = inhibition, most hits filed as inhibitors | 0.14% of 91,000 active | AID 1347430 | FRET deamination/UDG coupled assay, UDG read, 4 h; further: nearly all actives have a fitted effect of over 65% in size
AID inh – blocks human AID cytidine deaminase activity. AID 1347428. AID deamination FRET fluorescence, UDG-coupled, 4 h. Q9GZX7. 0.32% of 91,000 active. Potency, µM (top dose mostly 115 µM), without a hit: at the top dose activity change, negative = inhibition, hits mostly inhibitors; further: nearly all actives have a fitted effect of over 25% in size
Target sequence (Q9GZX7 whole entry, looked up): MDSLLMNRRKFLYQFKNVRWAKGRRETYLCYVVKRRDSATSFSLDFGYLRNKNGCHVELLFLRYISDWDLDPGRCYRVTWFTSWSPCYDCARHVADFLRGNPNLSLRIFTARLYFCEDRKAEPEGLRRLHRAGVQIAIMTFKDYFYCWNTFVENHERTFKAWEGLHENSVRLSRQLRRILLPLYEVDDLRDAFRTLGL
Numbers without * were called inactive; ? = inconclusive; & = joins results of further samples; [ ] = remark or other dose. The call rests on the fitted dose curve; in most records, active means well fitted curve in the direction sought with a large enough effect; inconclusive means small, poorly fitted or top-dose-only effect, or another doubt; inactive means no such curve, though single readings can be large; an effect the other way counts as inactive or inconclusive. On the % scale 0 is the no-effect control and ±100 the full control effect; potency means the concentration at half of the fitted maximal effect. These rows are one share of the data; the hit share may differ from the screen's.

SMILES	UDG counter	AID inh
Cc1cc(C)c2sc(N3CCN(C(=O)c4ccc(N(C)C)cc4)CC3)nc2c1	?	?
O=C(c1cnn(-c2ccc(F)cc2)c1-n1cccc1)N1CCN(c2ccc(Cl)cc2)CC1	10%	-2%
CC(C)(C)NC(=O)Cn1cc(S(=O)(=O)Cc2ccc(F)cc2)c2ccccc21	15%	19%
Cc1ccc(C2=NN(CC(=O)NCCc3ccc(Cl)cc3)C(=O)CC2)cc1	-2%[57.5 µM]	-9%
COc1ccc(OC)c(CNC(=O)CN(c2ccc(C)cc2)S(=O)(=O)N(C)C)c1	-3%	4%
CCOc1ccccc1NC(=O)CSc1nc2ccccc2nc1N1CCOCC1	?	22µM*
CCOC(=O)c1nc2ccccc2c(-c2ccccc2)c1C	-5%	-18%
Cn1c(C(=O)NCCc2ccco2)cc2cc(S(=O)(=O)N3CCCCC3)ccc21	-15%	-20%
CN(CCOc1ccc(Cl)cc1)C(=O)CSc1nnc(-c2ccncc2)n1C	-1%	-2%
COc1ccc(C2C(=O)N(C3CCCCC3)CC(=O)N2CCc2ccc(C)cc2)cc1OC (configuration not stated)	9%	-10%
C/C(=N/Nc1cc(C(F)(F)F)ccc1Cl)c1ccc(Br)cc1	-9%	-15%
COc1ccccc1CCNC(=O)c1csc2ccccc12	4%	-3%
C=CCn1cc(C=O)c2ccccc21	-1%	0%
Cc1ccc(SCCNC(=S)Nc2ccc(Cl)cc2C)cc1	-9%	-15%
Cc1cc(NC(=O)CN2CCN(c3ncccn3)CC2)on1	3%	7%
CNC(=O)Oc1ccc2c(c1)[C@]1(C)CCN(C)[C@@H]1N2C	-8%	0%
CSc1cccc(NC(=O)c2csc3c2CCCCC3)c1	-5%	-10%
CCNc1nc2c(c(=O)[nH]c(=O)n2C)n1Cc1cccc2ccccc12	-6%	-10%
COc1ccc(-c2noc(CSc3nnc(-c4ccccc4)n3C)n2)cc1	-24%	-18%
O=C(c1cn2c3c(cccc3c1=O)CC2)N1CCN(c2cccc(C(F)(F)F)c2)CC1	-1%	-5%
CCn1c(=O)c2sccc2n2c(CCC(=O)Nc3ccc(OC)cc3OC)nnc12	0%	19%
Cc1ccc(NC(=O)C2CCCN(C(=O)c3cnn(-c4ccc(F)cc4)c3-n3cccc3)C2)c(Cl)c1 (configuration not stated)	7%	2%
Cc1ccc(C(=O)N(Cc2ccc(N(C)C)cc2)CC2CCCO2)cc1 (configuration not stated)	-2%	0%
Cc1cccc(/C=C(/C(=O)N(C)Cc2ccccc2)c2cccs2)c1	-6%	-14%
Cc1n[nH]c(C)c1/C=C/C(=O)c1cccc(Br)c1	2%	-5%
Cc1cn2c(=O)c(S(=O)(=O)NC(C)c3ccccc3)c(C)nc2s1 (configuration not stated)	46%[activator]	9%
Cc1cccc(CS(=O)(=O)c2ncc(Cl)c(C(=O)Nc3nnc(C(C)C)s3)n2)c1	3%	7%
CCc1cc2c(=O)c(Oc3ccccc3)c(C(F)(F)F)oc2cc1OC(=O)c1ccccc1Cl	0%	-7%
O=c1c2sccc2ncn1Cc1coc(-c2ccccc2)n1	2%	-4%
COc1ccc(/C=C/c2nc(C#N)c(NCc3ccc(C)cc3)o2)cc1OC	-14%	29%
CN(C(=O)CSc1nc2ccc(NC(=O)COc3ccccc3Cl)cc2s1)c1ccccc1	100%[activator]	5%
CCCn1c(=O)[nH]c(=O)c2c1nc(-c1ccc(OCC#N)c(OC)c1)n2CCOC	9%	8%
O=C(Nc1ccc2oc(-c3cccnc3)nc2c1)c1ccc(-c2ccccc2OC(F)(F)F)o1	32%[activator]	160%[activator]
CC(=O)Nc1c(C)nn(-c2ccccc2)c1N1CCC(C(=O)Nc2ccc(C)cc2Cl)CC1	-3%	7%
COCCOC(=O)c1ccc(NC(=O)COc2ccc3c(C)cc(=O)oc3c2)cc1	11%	75%[activator]
CCN(CC)S(=O)(=O)c1nnc(NC(=O)COc2cccc(C)c2)s1	-1%	-7%
COc1ccc(NS(=O)(=O)c2cc3[nH]c(=O)c(=O)[nH]c3cc2C)cc1	1%	-11%
C=CCn1c(NCc2c[nH]c3ccccc23)nc2ccccc21	-1%	-8%
Cc1ccc(-c2cc(C(F)(F)F)n3nc(C(=O)Nc4ccc(Cl)cc4Cl)cc3n2)cc1	-14%[57.5 µM]	-24%[57.5 µM]
Cc1oc(-c2ccc(Cl)cc2)nc1CN1CCCC(C(=O)NCCc2ccccc2)C1 (configuration not stated)	?	?
CC(=O)N1N=C(c2cccc(NS(C)(=O)=O)c2)CC1c1ccc2nccnc2c1 (configuration not stated)	0%	2%
Cc1cn(C)c(CC(=O)N2CCN(c3cccc(C(F)(F)F)c3)CC2)c1C(=O)O	1%	31%[activator]
Cc1ccc2c(=O)c(C(=O)c3cccc(Cl)c3)cn(CC(=O)Nc3ccccc3C(F)(F)F)c2n1	2%	15%
O=C(CC1Nc2cccc3cccc(c23)NC1=O)Nc1ccc(F)cc1 (configuration not stated)	?	?
CC(=O)Oc1cc(OC(C)=O)c2c(=O)c(-c3ccc4c(c3)OCCCO4)c(C)oc2c1	-1%	-16%

Compound profiles (already shown). Screens in order: UDG counter, AID inh
`CCCn1c(=O)[nH]c(=O)c2c1nc(-c1ccc(OCC#N)c(OC)c1)n2CCOC` is listed with 9%, 8%
`CN(C(=O)CSc1nc2ccc(NC(=O)COc3ccccc3Cl)cc2s1)c1ccccc1` is listed with 100%[activator], 5%

Later entries:
SMILES	UDG counter	AID inh
Cc1cccc(NC(NC(=O)C(C)C)C(Cl)(Cl)Cl)c1 (configuration not stated)	-2%	-2%
CCN(CC)CCCNC(=O)c1nn(C)c2c1CS(=O)(=O)c1ccccc1-2	-9%	?
COc1ccc(C(C)=O)cc1CC(=O)Nc1cc(C)ccc1C	1%	-10%
Cc1nccc(CNc2ncc(C(N)=O)cc2Cl)n1	4%	13%
COc1cccc(CN(C(=O)c2cccc(C)c2)C2CCS(=O)(=O)C2)c1 (configuration not stated)	19%	0%
Cc1ccc(S(=O)(=O)NCCS(=O)(=O)N2CCN(c3ccccc3)CC2)cc1	-3%	2%
CC(=O)N1CCC(NC(=O)CSc2ncc(-c3ccccc3)o2)CC1	0%	-3%
COc1cc(CCC(=O)NCc2cccs2)cc(OC)c1OC	2%	-4%
O=C(Cn1c(=O)n(Cc2ccc(Cl)cc2)c(=O)c2cccnc21)Nc1ccccc1C(F)(F)F	?	16%
COc1ccc(CNC(=O)c2sc3nc4n(c(=O)c3c2C)CCCC4)cc1	-3%	-7%
COc1ccc(C)cc1NS(=O)(=O)c1cc(Br)cc2c1N(C(C)=O)C(C)C2 (configuration not stated)	-20%	9%
Cc1cccc(Cn2c(SCc3ccc(C(=O)NCc4cccs4)cc3)nc3ccncc32)c1	-11%	-10%
Cc1cc(C)cc(NC(=O)c2cccc3c2C(=O)N(C2CCCCC2)C3)c1	-13%	9%
O=C(CSc1nc(-c2ccccc2)nc2c1Cc1ccccc1O2)N1CCCCC1	-11%	-2%
Cc1ccc(C)c(NC(NC(=O)c2ccc(Br)cc2)C(Cl)(Cl)Cl)c1 (configuration not stated)	-15%	-12%
CC1=CC(C)C(/C=N/NC(N)=O)C(C)C1 (configuration not stated)	5%	3%
CCN(c1ccccc1)S(=O)(=O)c1cc(-c2onc(C)c2C)ccc1OC	-7%	?
Cc1cc(C)cc(N(CC(=O)Nc2cccc(C)c2C)S(=O)(=O)c2c(C)[nH]c(=O)[nH]c2=O)c1	-5%[57.5 µM]	1%[57.5 µM]
CCOC(=O)C1CCCN(c2c(C(=O)c3ccccc3)cnc3ccc(F)cc23)C1 (configuration not stated)	-6%	-16%
Cc1cccn2c(=O)c(/C=C(\C#N)c3nc4ccccc4n3C)c(Oc3ccc(Br)cc3)nc12	-2%[57.5 µM]	54%[57.5 µM]
CSc1ccc(C(=O)O)s1	4%	0%
Cc1ccc(NC(=O)C2CCC(CNS(=O)(=O)c3ccc4c(c3)CCCC(=O)N4)CC2)c(C)c1 (configuration not stated)	3%	7%
Cc1ccc(NC(=O)c2ccc3nc[nH]c3c2)cc1C	4%	3%
Cc1ccc(S(=O)(=O)N(CC(=O)Nc2ccc3c(c2)OCO3)c2cc(Cl)cc(Cl)c2)cc1	9%[57.5 µM]	14%[57.5 µM]
Cc1nc2c(-c3ccccc3)c(C)nn2c(C)c1CCC(=O)NCc1ccc(F)cc1	-1%	?
COc1ccc(/C=C/C(=O)c2ccc(Br)cc2)cc1	5%	-7%
O=C(O)CCCSc1ccc(Cl)cc1	-3%	1%
CC(C)NC(=O)c1cc(Br)c(Br)s1	-2%	0%
Cc1c(Cl)cccc1Nc1nn2c(=O)c3ccccc3nc2s1	-5%	3%
O=C(NCc1cccc(Cl)c1)c1cccn1-c1nnc(N2CCCC2)s1	11%	-29%
COc1ccc(NC(=O)c2nnn(CC(=O)Nc3cccc(C)c3C)c2N)c(OC)c1	-10%	2%
Cc1ccc(-n2nc(C(=O)N(C)c3ccc(C)c(C)c3)c3c4ccccc4n(C)c3c2=O)cc1	?	?
Cc1ccc(C)c(CN2C(=O)C(O)(c3c(C)[nH]c4ccccc34)c3ccccc32)c1 (configuration not stated)	-7%	8%
CCN(CC)S(=O)(=O)c1ccc(C(=O)NCCSc2c(-c3ccccc3)[nH]c3ccccc23)cc1	-2%	?
O=C(Nc1nc(C23CC4CC(CC(C4)C2)C3)cs1)c1ccncc1	6%	4%
CCCCOc1ccc(C(=O)N2CC(=O)Nc3ccc(Br)cc3C2c2ccc(F)cc2)cc1 (configuration not stated)	-16%	35µM*
CN1C(C(=O)c2ccccc2)=C(NC(=O)c2ccccc2Br)c2ccccc2S1(=O)=O	4%	0%
COc1cccc(N2CCN(c3ncc4c(n3)CCN(Cc3ccc(Br)cc3)C4)CC2)c1	-12%	?
Cc1ccc(NC(=O)N2CC(C)Oc3ccc(Cl)cc32)c(C)c1 (configuration not stated)	-7%	-14%
O=C(Cn1c(=O)n(-c2ccc(F)cc2)c(=O)c2sc3ccccc3c21)NC1CCCC1	-1%	13%
COCCn1c(SCC(=O)Nc2cc(Cl)ccc2C)nc2ccsc2c1=O	1%	0%
Cc1nn(-c2ccccc2)c(C)c1CN(C)C(=O)CNC(=O)c1ccc(C(F)(F)F)cc1	-5%	-8%
CCc1ccc(C2c3c(-c4cc(C)ccc4O)n[nH]c3C(=O)N2CCO)cc1 (configuration not stated)	21%	16%
COc1cc(/C=C(/C#N)S(=O)(=O)c2ccc(Cl)cc2)cc(OC)c1	-4%	-23%
c1ccc(CNCc2ccc(OCc3ccccc3)cc2)cc1	-9%	-7%

Rewritten field by field: part of the list above
SMILES: CCOC(=O)c1nc2ccccc2c(-c2ccccc2)c1C
  UDG counter: -5%
  AID inh: -18%

SMILES: Cn1c(C(=O)NCCc2ccco2)cc2cc(S(=O)(=O)N3CCCCC3)ccc21
  UDG counter: -15%
  AID inh: -20%

SMILES: CN(CCOc1ccc(Cl)cc1)C(=O)CSc1nnc(-c2ccncc2)n1C
  UDG counter: -1%
  AID inh: -2%

Next compounds.
SMILES	UDG counter	AID inh
CC1(C(=O)NCc2ccc(Cl)cc2)Cn2c(ccc2-c2ccco2)C(=O)N1CCc1ccco1 (configuration not stated)	-14%	-17%
c1ccc(-c2nnc(CNC3CCCCCC3)o2)cc1	-7%	3%
CC(C)Oc1ccc(/C=C(/C#N)C(=O)c2ccccc2F)cc1	0%	-10%
CCc1ccc(NC(=O)C2CCN(S(=O)(=O)c3ccc4[nH]c5c(c4c3)CCCCC5)CC2)cc1	36%[activator]	-10%
O=C(CSc1nnc(-c2ccncc2)n1C1CC1)c1cc2cc(Cl)ccc2o1	1%	25%
O=C(N/N=C/c1cccs1)c1cc(-c2ccccc2)nc2ccccc12	5%	-8%
O=C(Nc1ccccc1C(F)(F)F)c1nc2ccccc2nc1N1CCCC1	8%	-2%
c1ccc(C2CN3CCSC3=N2)cc1 (configuration not stated)	6%	6%
O=C(Nc1cccc(C(=O)OCc2cc(=O)n3c4c(sc3n2)CCCC4)c1)c1cccc(F)c1	-10%	?
CN(CCNC(=O)NC1CCCC(C(F)(F)F)C1)Cc1ccccc1 (configuration not stated)	-3%	-2%
CCCn1ccc2c(OCC(=O)NCc3ccc(F)cc3)cccc2c1=O	-27%	-1%
Cc1ccc(OCC(=O)Nc2ccc3c(C)cc(=O)oc3c2)cc1	-3%	17%
CCOC(=O)c1cccc(NC(=O)Nc2c(C)n(C)n(-c3ccccc3)c2=O)c1	-12%	3%
Cc1noc(/C=C\c2ccc(S(=O)(=O)N3CCCCC3C)cc2)c1NC(=O)C1CC1 (configuration not stated)	6%	-16%
Oc1ccccc1Nc1nc(-c2ccccc2)c2cc(Cl)ccc2n1	-6%	10%
CCCCOc1ccc(C(=O)Nc2ccc3oc(-c4cccnc4)nc3c2)cc1	-5%&-3%	27%&117%
CN(Cc1ccco1)C(=O)CCc1c[nH]c2ccccc12	-5%	2%
COc1ccc(OC)c(NC(=O)CSc2c3c(nc4ccccc24)CCCC3)c1	-1%	-26%
CCOc1ccc(-n2c(=O)c3c(C)c(C(=O)N(C)C)sc3n(Cc3cc(C)ccc3C)c2=O)cc1	-7%[57.5 µM]	8%
Cc1ccc(S(=O)(=O)c2nnn3c2nc(N2CCN(c4ccccc4F)CC2)c2ccccc23)cc1C	3%	9%
CC1CCN(C(=O)CSc2nnc(-c3ccccc3Cl)n2C2CCCC2)CC1	-5%	-12%
Cc1cccc(N2CCn3c2nc2c3c(=O)n(C/C=C/c3ccccc3)c(=O)n2C)c1	8%	-7%

Shown with bars between the fields: two of the compounds above
molecule | UDG counter | AID inh
CC1CCN(C(=O)CSc2nnc(-c3ccccc3Cl)n2C2CCCC2)CC1 | -5% | -12%
COc1ccc(OC)c(NC(=O)CSc2c3c(nc4ccccc24)CCCC3)c1 | -1% | -26%
